C8 TRAIL sens: caspase-8 TRAIL sensitization. actives 1% (n = 360,000). inhibition (viability loss, TRAIL sensitization), % at 10 µM. AID 624354. NB7+C8 cells + TRAIL, ATPlite viability luminescence;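 active = compounds causing at least 50% loss of cell viability in the single-dose screen, relative to plate controls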
EBV LMP1 NFkB: inhibitors of Epstein-Barr LMP1-induced NF-kappaB reporter. LMP1-induced NF-kappaB luciferase reporter cells, luminescence. inhibition, % at 12.5 µM. actives 0.69% (n = 350,000). AID 504558; in the data active = inhibition above about 41%;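 note: 0% = neutral control wells and 100% = reference inhibitor control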
SRC2 inh: inhibits human steroid receptor coactivator 2 | actives 0.17% (n = 370,000) | HEK293 GAL4-SRC2 luciferase reporter, luminescence | inhibition, % at 9 µM | Q15596 | AID 651957;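 active = inhibition above the mean inhibition of all tested compounds plus 3 SD, set per campaign, cut at about 52% in these data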;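 note: 0% = DMSO treated cells and 100% = cells given Gossypol at 36 µM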
Target sequence (Q15596 whole entry, looked up, the tested form may be a part): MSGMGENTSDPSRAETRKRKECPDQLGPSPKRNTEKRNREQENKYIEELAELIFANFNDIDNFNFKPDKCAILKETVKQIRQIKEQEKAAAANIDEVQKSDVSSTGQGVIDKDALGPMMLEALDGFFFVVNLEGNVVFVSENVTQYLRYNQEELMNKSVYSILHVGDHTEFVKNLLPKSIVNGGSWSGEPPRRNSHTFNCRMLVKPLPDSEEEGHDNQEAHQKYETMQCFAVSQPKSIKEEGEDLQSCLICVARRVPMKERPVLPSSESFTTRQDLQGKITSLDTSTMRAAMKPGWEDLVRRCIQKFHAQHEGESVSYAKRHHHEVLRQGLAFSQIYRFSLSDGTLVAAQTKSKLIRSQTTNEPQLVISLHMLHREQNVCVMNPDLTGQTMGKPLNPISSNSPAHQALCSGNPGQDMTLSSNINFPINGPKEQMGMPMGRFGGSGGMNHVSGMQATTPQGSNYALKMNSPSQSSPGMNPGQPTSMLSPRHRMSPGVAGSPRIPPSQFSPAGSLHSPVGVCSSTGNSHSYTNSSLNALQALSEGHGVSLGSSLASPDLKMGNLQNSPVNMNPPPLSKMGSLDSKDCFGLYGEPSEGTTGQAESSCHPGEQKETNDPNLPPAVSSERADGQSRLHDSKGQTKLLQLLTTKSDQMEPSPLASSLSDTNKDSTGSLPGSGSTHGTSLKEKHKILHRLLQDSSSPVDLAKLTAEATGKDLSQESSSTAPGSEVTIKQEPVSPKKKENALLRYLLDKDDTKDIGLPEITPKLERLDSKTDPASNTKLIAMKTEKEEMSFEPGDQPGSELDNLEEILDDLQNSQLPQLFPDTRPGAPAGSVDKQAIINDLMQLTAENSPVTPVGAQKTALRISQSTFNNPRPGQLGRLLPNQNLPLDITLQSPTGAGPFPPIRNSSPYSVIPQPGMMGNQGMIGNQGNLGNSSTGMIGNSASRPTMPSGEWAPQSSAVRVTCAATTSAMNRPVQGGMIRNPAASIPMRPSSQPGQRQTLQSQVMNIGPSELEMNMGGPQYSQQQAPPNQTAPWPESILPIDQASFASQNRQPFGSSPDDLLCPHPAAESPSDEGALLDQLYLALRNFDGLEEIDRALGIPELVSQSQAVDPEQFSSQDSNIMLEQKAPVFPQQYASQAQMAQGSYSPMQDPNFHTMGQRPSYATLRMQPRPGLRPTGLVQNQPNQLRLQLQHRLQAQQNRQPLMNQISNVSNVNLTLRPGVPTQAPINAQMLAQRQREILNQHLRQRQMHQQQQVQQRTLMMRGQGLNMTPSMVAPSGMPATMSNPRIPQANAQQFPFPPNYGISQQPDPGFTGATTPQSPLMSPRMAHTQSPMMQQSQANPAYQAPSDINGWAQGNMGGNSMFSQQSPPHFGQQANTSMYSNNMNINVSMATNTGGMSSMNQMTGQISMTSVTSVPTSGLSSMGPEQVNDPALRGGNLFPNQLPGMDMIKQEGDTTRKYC
CF NFkB inh: cystic fibrosis NF-kB activation inhibition; KKLEB NF-kB-GFP reporter, PAF-induced, GFP fluorescence overnight; inhibition, % at 5 µM; actives 0.86% (n = 360,000); AID 588850;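 active = at least 50% inhibition at 5 µM, scaled per plate between neutral and stimulator controls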;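 note: PAF is a Pseudomonas aeruginosa culture filtrate used as stimulus; plate controls were PAF-stimulated DMSO wells for no effect and unstimulated DMSO wells for full effect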
KKLEB cytotox: counter-screen for CF NF-kB inhibitors: cytotoxicity; actives 0.36% (n = 360,000); activity change (cytotoxicity), % at 5 µM; AID 602141; KKLEB CF airway cells viability, ATPlite luminescence, overnight; hits give low values; cells stimulated with P. aeruginosa culture filtrate;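 active = corrected activity change at or below -50% at 5 µM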
NR2F2 inh: blocks human COUP-TFII nuclear receptor. AID 686940. actives 0.7% (n = 370,000). inhibition, % at 8.6 µM. P24468. HEK293T NGFI-A luciferase reporter, luminescence;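 active = inhibition above a per-plate cutoff, mean inhibition of test wells between control levels plus 3 SD, cut at about 38% in these data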;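 note: cells cotransfected with COUP-TFII expression vector driving the NGFI-A reporter; 0% = median of COUP-TF2 test wells and 100% = reporter-only cells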
LRH-1 inv ag: suppresses constitutive activity of human LRH-1; O00482; HEK293T StAR-luciferase reporter, LRH-1 transfected, 24 h; inhibition, % at 3.6 µM; actives 0.13% (n = 360,000); AID 602396;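 active = inhibition above the mean inhibition of all tested compounds plus 3 SD, cut at about 73% in these data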;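 note: 0% = DMSO wells and 100% = reporter-only cells lacking LRH-1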
TROY NFkB inh: TROY signaling inhibition; Q293 LMP1-TROYcd NF-kB luciferase reporter, 4 h; inhibition, % at 10 µM; actives 0.98% (n = 360,000); AID 1347056;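 active = compounds whose plate-normalised and pattern-corrected inhibition of the luciferase reporter signal at the single screening dose is 50% or more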
NCOA1 inh: human NCOA1 inhibition; HEK293 GAL4-SRC1 luciferase reporter, luminescence; inhibition, % at 3.6 µM; actives 0.12% (n = 360,000);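 active = inhibition above the campaign mean plus 3 SD, with each screening campaign given its own cutoff, cut at about 60% in these data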;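 note: 0% = DMSO treated cells and 100% = gossypol at 36 µM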
TWEAK Fn14 block: blocks TWEAK-Fn14 interaction in a reporter cell assay. TWEAK-stimulated Fn14 reporter cells, luciferase luminescence, 8 h. inhibition, % at 10 µM. actives 2% (n = 360,000). AID 1159606; in the data active = inhibition above about 50%
SRC3 inh: inhibitors of human steroid receptor coactivator 3 (SRC3). HEK293 GAL4-SRC3 luciferase reporter, luminescence. actives 0.17% (n = 360,000). inhibition, % at 3.6 µM. Q9Y6Q9;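 active = inhibition above a per-campaign cutoff, the mean of all compounds plus 3 SD, cut at about 60% in these data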;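 note: 0% = DMSO-treated cells and 100% = gossypol-treated cells at 36 µM; higher means less SRC3-driven luciferase light from the GAL4 reporter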
Active calls of the source: *; nt = not tested or not shown. This is a random part of the collection. Share with any hit: about 4.2%.

entry	structure	C8 TRAIL sens	EBV LMP1 NFkB	SRC2 inh	CF NFkB inh	KKLEB cytotox	NR2F2 inh	LRH-1 inv ag	TROY NFkB inh	NCOA1 inh	TWEAK Fn14 block	SRC3 inh
1	COCCn1cnnc1SCC(=O)Nc1sccc1C(N)=O	-15	6	-6	9	-6	2	-4	-5	7	12	4
2	Cn1nnnc1Sc1ncnc2scc(-c3ccc(Br)cc3)c12	37	15	49	86*	-92*	-77	23	60*	8	88*	20
3	Cc1c(CCOC(=O)C23CC4CC(CC(C4)C2)C3)sc[n+]1CC#N	9	-3	-8	76*	-63*	14	-11	10	-25	26	7
4	COc1ccc(NC(=O)Nc2cc3oc4ccccc4c3cc2OC)cc1	8	-29	-13	-21	29	-10	-45	-32	-25	-4	-2
5	CCOC(=O)c1c(C)[nH]c(C(=O)COC(=O)CCC(=O)c2ccc3c(c2)OCCO3)c1C	-15	-11	-7	-5	-13	-19	8	24	-18	-11	-1
6	c1ccc2c(c1)nc(N1CCOCC1)c1nnnn12	2	-5	-27	-9	-2	-23	10	-5	-27	-5	-15
7	Cn1ncc(Cl)c1C(=O)Nc1cc(C(F)(F)F)ccc1F	-1	-5	-7	-22	-6	6	-37	-4	-11	-13	4
8	CCOc1ccccc1C(=O)Nc1ccccc1C(N)=O	7	5	-8	-7	0	7	-5	8	13	9	3
9	c1ccc(Cc2noc(CN3CCN(Cc4ccc5c(c4)OCO5)CC3)n2)cc1	16	-8	-8	12	0	-5	6	-9	4	-14	-1
10	CNc1oc(-c2ccccc2Cl)nc1P(=O)(c1ccccc1)c1ccccc1	-3	-9	12	30	-6	16	7	4	9	11	12
11	CC1(C(=O)NCc2cccs2)CCN1CCc1ccccc1 (stereo unspecified)	1	nt	-26	12	-2	8	4	6	17	1	-10
12	CCOC(=O)C1CCN(S(=O)(=O)c2ccc3c(c2)N(C(C)=O)CC(C)S3)CC1 (stereo unspecified)	23	7	14	1	-8	49*	14	23	16	13	25
13	COc1ccc(OC)c(-c2c(=O)n(OCc3ccccc3Br)c3ccccc3[n+]2[O-])c1	1	3	-8	-13	22	-3	-1	-16	3	-3	10
14	COc1cccc(-c2ccc3c(c2)O[C@@H](CN(C)C(=O)C2CCOCC2)[C@H](C)CN([C@H](C)CO)S3(=O)=O)c1	1	1	-35	-6	2	-3	13	-10	-7	-2	-3
15	COc1ccccc1COC(=O)CN1C(=O)NC2(CCCCC2C)C1=O (stereo unspecified)	-19	6	-7	19	-3	-1	14	10	3	6	6
16	Cc1ccccc1NC(=O)Cn1c(=O)n(C)c2ccccc21	7	7	-5	5	-4	3	-4	-7	1	2	5
17	CCOc1ccc(N(CC)C(=O)Cc2c(C(=O)O)n(C)c3ccccc23)cc1	-4	4	-31	-11	13	-12	11	-11	5	0	44
18	CCc1ccc(-c2ccc(SCc3ccccn3)nn2)cc1	6	-35	-38	-30	-1	-32	-70	-15	-47	7	-65
19	CCn1c(SCC(=O)O)nnc1-c1ccccc1	15	-5	-20	6	-2	-12	10	4	4	-18	-15
20	NC(=O)C1CCN(CC(=O)Nc2ccccc2Sc2ccc(Cl)cc2)CC1	26	7	12	14	-8	-8	15	6	10	6	18
21	COCC(=O)N(C)[C@H]1C[C@H]2c3cc(-c4ccccc4)ccc3CCN2C(=O)[C@H]1[C@H](C)O	-7	-1	-23	1	8	0	3	-6	-3	-5	0
22	Cc1cc2nc(C3CCN(C(=S)NCCCOC(C)C)CC3)[nH]c2cc1C	0	4	6	9	-1	10	-9	-22	-14	-4	14
23	Cc1cc(Br)c(NC(=O)CN2C(=O)NC3(CCOc4ccccc43)C2=O)c(Br)c1 (stereo unspecified)	-19	-6	-2	2	-13	8	-3	-17	0	-28	3
24	O=C(Nc1ccc(Cl)cc1)Nc1cccc2nsnc12	-5	-19	-68	44	-1	-35	-109	29	-90	56*	-107
25	CN(C)S(=O)(=O)c1ccc(C(=O)NCC(C)(C)N2CCOCC2)cc1	-18	-8	-1	-27	13	16	-1	-11	5	4	14
26	COc1ccc(C(=O)N/C(=C\c2cn(S(=O)(=O)N(C)C)c3ccccc23)C(=O)NCCCN2CCOCC2)cc1	-2	-5	-7	-5	-1	24	-24	-2	-2	17	-10
27	O=C(NC1CCCCC1)c1ccc(S(=O)(=O)N2CCOCC2)cc1	-2	1	-22	1	2	1	-26	13	0	2	2
28	COc1ccc(N2C(=O)C(CC(=O)Nc3ccccc3)N(Cc3ccccn3)C2=S)cc1 (stereo unspecified)	13	3	0	5	11	4	10	5	6	5	14
29	CCC(C)c1ccc(NC(=S)NCc2cccnc2)cc1 (stereo unspecified)	23	-5	12	2	10	16	6	15	-24	1	14
30	CCN1CCN(C(=O)c2ccc3c(c2)c(C)c(C)n3Cc2ccccc2)CC1	-4	-12	-18	13	-4	-3	-24	-17	-4	-4	-12
31	CCOc1ccc2[nH]c(=O)c(CN(CCN3CCCC3)C(=S)Nc3ccccc3OC)cc2c1	-4	-8	-14	8	2	-5	-3	1	13	-3	2
32	Nc1n[nH]c(C(F)(F)F)c1-c1ccccc1	-3	2	9	-1	-15	4	-7	10	-5	20	11
33	Cc1ccc(S(=O)(=O)N2[C@@H](c3ccc(F)cc3)C(C(=O)O)=C[C@H]2CC2CCCC2)cc1	-3	-9	-2	-10	2	1	3	6	-6	5	-17
34	CCOC(=O)N1CCN(S(=O)(=O)c2ccc(C(=O)NNc3nc4c(C)cccc4s3)cc2)CC1	10	92*	2	-26	11	15	7	43	1	5	-21
35	COCC(=O)Nc1ccc(N(C)C)cc1	4	-13	-20	-5	3	2	-9	-21	-4	-2	-24
36	CC(C)(C)N(NC(=O)Nc1ccccc1)C(=O)c1ccccc1	-3	-6	6	-23	-5	4	-7	5	-28	12	12
37	CN(Cc1cccc(Cl)c1Cl)c1ccc(S(=O)(=O)N2CCCCC2)cc1[N+](=O)[O-]	6	-2	-4	16	5	10	-21	-5	5	26	2
38	CCOC(=O)CCC(=O)Nc1ccc(S(=O)(=O)N2CCc3ccccc32)cc1	-6	-2	24	-15	-7	-3	8	1	-7	-2	-15
39	COc1ccccc1N1C(=O)c2ccc(C(=O)Nc3nccs3)cc2C1=O	0	0	-4	-2	17	-6	-17	-16	-7	4	4
40	Cc1ccc(C)c(C(=O)OCC(=O)Nc2cccc(S(=O)(=O)NC3=NCCCCC3)c2)c1	-30	-2	-7	-1	0	20	2	27	-11	-4	2
41	O=C(CNC(=O)C1CCCCC1)NCCCO	-13	-10	-9	-14	8	-11	-5	6	-6	-2	8
42	COc1ccccc1CNC(=O)C1CCN(S(=O)(=O)c2ccc(-n3cnnn3)cc2)CC1	-7	-6	9	-8	5	-14	6	-10	-5	7	-21
43	CCN(Cc1ccncc1)C(=O)C1CCN(S(=O)(=O)c2cccs2)CC1	-2	-6	6	2	-14	10	18	-3	-8	7	7
44	CC1=C(C(=O)O)N2C(=O)C(NC(=O)c3nn(C)cc3[N+](=O)[O-])C2SC1 (stereo unspecified)	-11	-2	10	-7	-6	13	3	9	12	-4	18
45	CC(C)c1ccc(CNC(=O)C(=O)NCCCn2ccnc2)cc1	-10	3	7	-13	11	-29	14	-6	3	-14	24
46	COCCNC(=O)Cn1cc(/C=N/NC(=O)c2ccc(Oc3ccc(O)cc3)cc2)c2ccccc21	0	-7	26	-13	4	24	8	-18	10	-19	-1
47	COc1ccc2oc(=O)c(C(=O)NCc3ccccc3)cc2c1	9	-1	25	3	4	3	8	-23	-4	-18	-9
48	O=C(CN1CCN(Cc2ccc(F)cc2)CC1)NCCc1ccccc1	-10	8	-15	-14	10	-1	-5	12	1	-5	-2
49	O=C(NC(=S)NCC1COc2ccccc2O1)c1ccccc1 (stereo unspecified)	-3	-3	-4	-11	0	0	12	-47	-2	-8	9
50	O=C(Nc1ccc(-c2csc(Nc3cccc(C(F)(F)F)c3)n2)cc1)c1cccc(C(F)(F)F)c1	11	-41	7	-4	3	-2	0	4	1	22	10
51	Cc1ccc(-c2cc(C(=O)Nc3ccc(S(=O)(=O)Nc4cc(C)on4)cc3)c3ccccc3n2)c(C)c1	13	4	-10	-11	-9	1	-22	4	-21	-4	-17
52	CC(C)(C)NC(=O)/C(=C\c1ccco1)NC(=O)c1ccco1	-1	5	-6	-5	10	0	11	3	-1	6	-20
53	O=C(Nc1ncc(Cc2cccc(Cl)c2Cl)s1)c1ccc([N+](=O)[O-])cc1	29	3	-15	39	-26	4	-10	44	-15	39	12
54	O=C1CCCCCCCN1Cc1ccccc1	-3	5	6	0	-7	-5	-4	0	8	17	7
55	C/C(=N\NC(=O)c1cccs1)c1ccc2ccccc2c1	13	-18	-75	-24	8	-42	-142	-54	-110	-7	-111
56	COc1ccc(-n2ccn3c(CCC(=O)N4CCN(c5cccc(C)c5C)CC4)nnc3c2=O)cc1	-12	1	7	-8	11	-8	19	7	6	6	13
57	CCOc1ccc(S(=O)(=O)N2CCN(C(=O)c3cc4ccccc4o3)CC2)cc1	8	2	2	-35	7	8	2	7	10	9	-10
58	O=C(Nc1ccccc1N1CCOCC1)c1ccncc1	-17	1	25	5	11	24	-3	6	10	3	-3
59	NC(=O)C1Cc2ccccc2CN1C(=O)c1nn(Cc2ccccc2)c(=O)c2ccccc12 (stereo unspecified)	9	2	nt	6	-16	nt	-8	-7	0	-17	23
60	Cc1cccc(N(C)C(=O)CCS(=O)(=O)c2cc3c(cc2Cl)NC(=O)CO3)c1	-16	-2	-27	-6	14	-6	5	12	1	-2	8

Following part.
entry	structure	C8 TRAIL sens	EBV LMP1 NFkB	SRC2 inh	CF NFkB inh	KKLEB cytotox	NR2F2 inh	LRH-1 inv ag	TROY NFkB inh	NCOA1 inh	TWEAK Fn14 block	SRC3 inh
61	CCCOC(=O)c1[nH]c2c(c1C)C(=O)CC(c1ccc(OC)c(OC)c1)C2 (stereo unspecified)	15	29	10	15	-2	-4	-6	-1	-42	5	14
62	COc1ccc(CNC(=O)c2ccc(NS(=O)(=O)c3ccc4[nH]c(=O)[nH]c4c3)cc2)cc1OC	26	2	7	14	-5	4	-5	1	-2	-7	5
63	CN(Cc1ccc(Cl)cc1)C(=O)c1ccc2ccccc2n1	-7	-5	-2	5	-2	-4	13	-9	5	5	3
64	O=C(NC(=S)Nc1ccc2cn[nH]c2c1)c1ccccc1	-5	-28	-60	2	2	-29	-32	-39	-42	-11	-19
65	COc1ccc(S(=O)Cc2ccc(C(=O)NCc3cccc(OC)c3)o2)cc1 (stereo unspecified)	6	-9	7	13	4	1	4	-1	1	4	9
66	COc1ccc(/C=N\NC(=O)c2ccccc2F)cc1COc1ccc(F)cc1	16	-17	-26	4	-4	-12	-1	-45	-4	-15	-12
67	COc1ccc(N(CC(=O)NCCSCc2cccc(Cl)c2)S(C)(=O)=O)cc1Cl	-5	0	20	6	-15	14	2	10	10	-16	2
68	Cc1ccc(S(=O)(=O)Nc2ccc3ccccc3c2[N+](=O)[O-])cc1	-9	3	-11	-8	-4	-7	21	24	-18	9	-9

High-throughput results from PubChem.
